Screening results from PubChem.
VCAM1 TNFa inh: reduces TNF alpha induced VCAM1 expression in HUVEC | HUVEC TNFa-induced VCAM-1 immunofluorescence, high-content imaging | inhibition, % at 2 µM | actives 0.48% (n = 95,000) | AID 802;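 active means inhibition above the batch mean plus 3 SD, with images confirmed as a hit by eye, cut at about 37% in these data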;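 further: 0% = TNF-stimulated DMSO wells and 100% = unstimulated control wells; not every result past the cut was called active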
HUVEC tox TNFa: HUVEC cytotoxicity counter-screen, TNF alpha stimulated | HUVEC TNFalpha-stimulated, Hoechst cell count, imaging | cell count reduction, % at 2 µM | actives 0.17% (n = 93,000) | AID 848;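 active means cell count reduction exceeding the screen mean by over 5 SD, scaled to untreated wells per plate, cut at about 78% in these data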;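 further: cells counted after 24 h of TNF alpha exposure following the 1 h pretreatment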
H69AR inhibit: blocks growth of human H69AR lung tumor cells; viability, % at 10 µM; H69AR lung tumor viability, ATP luminescence, 72 h; stronger effect = lower value; actives 6% (n = 85,000);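 active means viability at or below 40%; inactive means viability above 40%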;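 further: multidrug resistant small cell line overexpressing MRP-1 efflux transporter; 100% = mean luminescence of untreated control wells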
Smad3 inh: Smad3 (human) transcription factor binding inhibition; P84022; TR-FRET Smad3/Dy647-FoxH1 peptide binding, europium anti-His; inhibition, % at 25 µM; actives 0.29% (n = 88,000); AID 630;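 active means compounds that reduce the energy-transfer binding signal between the protein and its labelled peptide by more than half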;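 further: 0% = Smad3 plus labelled peptide maximal FRET and 100% = peptide-only background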
PTK2B oligo ant: antagonists of human Pyk2 oligomerization | Q293 cells, Pyk2 FERM NanoBiT luminescence; stronger effect = lower value | z-score (the deposit names both 25 µM and 10 µM) | actives 0.83% (n = 99,000);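 active means Z-score of -3 or lower, scaled per plate to the spread of control and sample wells; inactive means z-score above -3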;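 further: negative z-score means lost luminescence so less FERM oligomerization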
Target sequence (Q14289 whole entry, looked up): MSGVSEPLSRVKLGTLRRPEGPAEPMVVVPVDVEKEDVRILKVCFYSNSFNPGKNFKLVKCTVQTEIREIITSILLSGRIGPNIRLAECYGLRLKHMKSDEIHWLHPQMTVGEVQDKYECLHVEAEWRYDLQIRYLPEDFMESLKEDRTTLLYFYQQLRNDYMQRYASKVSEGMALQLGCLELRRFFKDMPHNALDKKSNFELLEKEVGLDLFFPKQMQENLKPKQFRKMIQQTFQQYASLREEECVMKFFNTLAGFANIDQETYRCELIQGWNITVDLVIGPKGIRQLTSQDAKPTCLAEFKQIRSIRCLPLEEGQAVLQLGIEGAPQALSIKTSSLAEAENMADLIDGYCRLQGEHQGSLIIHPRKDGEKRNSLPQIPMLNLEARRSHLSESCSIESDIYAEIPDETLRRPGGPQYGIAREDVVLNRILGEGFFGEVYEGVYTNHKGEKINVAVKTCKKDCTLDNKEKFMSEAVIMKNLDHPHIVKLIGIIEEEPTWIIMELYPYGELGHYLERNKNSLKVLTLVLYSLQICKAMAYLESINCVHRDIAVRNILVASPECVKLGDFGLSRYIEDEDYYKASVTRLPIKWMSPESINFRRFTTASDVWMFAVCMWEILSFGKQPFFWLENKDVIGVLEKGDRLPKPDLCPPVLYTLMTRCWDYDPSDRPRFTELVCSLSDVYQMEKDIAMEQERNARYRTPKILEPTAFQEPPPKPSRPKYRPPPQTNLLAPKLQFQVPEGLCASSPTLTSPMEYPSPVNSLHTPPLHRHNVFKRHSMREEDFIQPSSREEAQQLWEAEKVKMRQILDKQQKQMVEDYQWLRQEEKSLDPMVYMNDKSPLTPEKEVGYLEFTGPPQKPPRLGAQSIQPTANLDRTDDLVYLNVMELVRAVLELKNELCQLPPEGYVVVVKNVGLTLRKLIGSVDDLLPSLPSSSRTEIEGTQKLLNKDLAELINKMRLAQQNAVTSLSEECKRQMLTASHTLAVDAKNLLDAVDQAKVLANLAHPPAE
HUVEC inhibit: human endothelial cell proliferation inhibition; viability, % at 10 µM (by protocol); HUVEC proliferation, CellTiter-Glo luminescence, 72 h; stronger effect = lower value; AID 648; actives 1.1% (n = 86,000);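 active means viability at or below 30%; inactive means viability above 30%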;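 further: 100% = median luminescence of DMSO-only cell control wells on each plate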
Fibroblast inh: blocks proliferation of human lung fibroblasts; LL 47 human lung fibroblast viability, ATP luminescence; stronger effect = lower value; viability, % at 10 µM; actives 1.1% (n = 85,000); AID 719;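 active means viability at or below 50% in the single dose screen; inactive means viability above 50%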;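 further: compound exposure lasted 72 h before the ATP readout; 100% = median luminescence of untreated cell-only wells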
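Benchmarks: Cell-only wells, no compound | Test system: LL 47 human lung fibroblasts, passage 12 or lower | Input: 1,150 cells/well | Measured by: CellTiter-Glo luminescence measuring cellular ATP | Medium: IMEM, 15% FBS supplement | Schedule: Overnight attachment after seeding, then 72 h compound exposure at 37 °C | Doses: Compound addition at 0.1% DMSO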
cytoskel mod: modifiers of cytoskeleton assembly; HUVEC TNFa F-actin phalloidin imaging, high content; inhibition, % at 2 µM; actives 0.18% (n = 91,000); AID 836;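 active means inhibition above the batch mean plus 3 SD and confirmed as a hit by visual image inspection, cut at about 30% in these data, passing the limit was not always enough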; further: strong numbers were not always called active
IL1B cytotox: toxic to HUVEC cells under IL-1B stimulation. actives 0.41% (n = 94,000). AID 845. cell count reduction, % at 2 µM. HUVEC cell count loss, Hoechst imaging, IL-1B stimulated;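 active means cell count reduction more than 3 SD above the screen-wide mean, cut at about 70% in these data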;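 further: normalized per plate to untreated control cells as the no-loss baseline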
* hit, by the source's call; [ ] = another dose, or the depositor's remark. These rows are one share of the data; rates above refer to the full screens.

Screening Cc1cc(C(=O)NCCCn2ccnc2)cs1 returned VCAM1 TNFa inh 10, HUVEC tox TNFa -28, H69AR inhibit 98, Smad3 inh -10, PTK2B oligo ant -0.29, HUVEC inhibit 97, Fibroblast inh 107, cytoskel mod -9 and IL1B cytotox -44.
O=c1[nH]n2c(=O)c3c([nH]c2c1N=Nc1cccc(C(F)(F)F)c1)CCCC3 was read as VCAM1 TNFa inh -21, HUVEC tox TNFa -2, H69AR inhibit 76, Smad3 inh 8, PTK2B oligo ant -2.3, HUVEC inhibit 93, Fibroblast inh 100, cytoskel mod 3 and IL1B cytotox 35.
For Cc1ccccc1N(CC(=O)NCCc1ccccc1)C(=O)c1ccc(N2CCCC2)nc1 the results were VCAM1 TNFa inh -7, HUVEC tox TNFa -4, H69AR inhibit 62, Smad3 inh -12, PTK2B oligo ant -1.1, HUVEC inhibit 96, Fibroblast inh 90, cytoskel mod 5 and IL1B cytotox 11.
Screening O=c1c[n+]([O-])c2ccccc2n1OCc1c(F)cccc1F returned VCAM1 TNFa inh -21, H69AR inhibit 95, Smad3 inh 7, PTK2B oligo ant 0.14, HUVEC inhibit 91, Fibroblast inh 99, cytoskel mod 0 and IL1B cytotox -7.
For O=C(O)CC(CC(=O)Nc1nncs1)c1ccccc1 (stereo not drawn) the results were VCAM1 TNFa inh 17, HUVEC tox TNFa -27, H69AR inhibit 98, Smad3 inh 4, PTK2B oligo ant 1.7, HUVEC inhibit 105, Fibroblast inh 99, cytoskel mod 23 and IL1B cytotox -4.
For CCOC(=O)CSc1nc(Nc2ccc3c(c2)OCO3)c2ccccc2n1 the results were VCAM1 TNFa inh 4, HUVEC tox TNFa -3, H69AR inhibit 79, Smad3 inh -13[fluorescence artefact?], PTK2B oligo ant -3*, HUVEC inhibit 74, Fibroblast inh 99, cytoskel mod 9 and IL1B cytotox -3.
For COc1ccc(OC)c(NC(=O)c2ccc(CN(c3cc(Cl)ccc3C)S(=O)(=O)c3ccccc3)cc2)c1 the results were VCAM1 TNFa inh 3, HUVEC tox TNFa -9, PTK2B oligo ant 0.23, cytoskel mod -9 and IL1B cytotox -34.
For Cc1ccccc1C(=O)N1CCC(C(=O)Nc2ccc(S(=O)(=O)N(C)C(C)C)cc2)CC1 the results were VCAM1 TNFa inh 1, HUVEC tox TNFa -3, PTK2B oligo ant -0.46, cytoskel mod -10 and IL1B cytotox 0.
Screening CCC(=O)Nc1cc(C)c(NC(=O)c2ccccc2OC)cn1 returned VCAM1 TNFa inh -7, HUVEC tox TNFa -36, H69AR inhibit 102, Smad3 inh 2, PTK2B oligo ant -0.04, HUVEC inhibit 91, Fibroblast inh 113, cytoskel mod 21 and IL1B cytotox -24.
For C=CCNC(=O)N[C@@H](CCSC)C(=O)OC the results were VCAM1 TNFa inh -6, HUVEC tox TNFa -33, H69AR inhibit 86, Smad3 inh 4, PTK2B oligo ant 0.21, HUVEC inhibit 98, Fibroblast inh 101, cytoskel mod 2 and IL1B cytotox 4.
For Cc1cccc(NC(=O)c2c(C)nc3ccccn23)c1 the results were VCAM1 TNFa inh 8, HUVEC tox TNFa 32, H69AR inhibit 89, Smad3 inh 6, PTK2B oligo ant 0.17, HUVEC inhibit 102, Fibroblast inh 97, cytoskel mod -15 and IL1B cytotox 40.
O=P(c1ccccc1)(c1ccccc1)C(O)c1ccncc1 (stereo not drawn) was read as VCAM1 TNFa inh 15, HUVEC tox TNFa -12, H69AR inhibit 85, Smad3 inh -7, PTK2B oligo ant 0.14, HUVEC inhibit 93, Fibroblast inh 93, cytoskel mod 42 and IL1B cytotox -1.
`O=c1c2ccccc2nc(-c2ccco2)n1-c1nc2ccccc2s1` gave VCAM1 TNFa inh 19, HUVEC tox TNFa 18, H69AR inhibit 62, Smad3 inh 7, PTK2B oligo ant -2.6, HUVEC inhibit 84, Fibroblast inh 102, cytoskel mod -6 and IL1B cytotox -6.
O=C(Nc1ccccc1C(F)(F)F)N1CCCCCC1 was read as VCAM1 TNFa inh 32, HUVEC tox TNFa -1, H69AR inhibit 88, Smad3 inh -2, PTK2B oligo ant 0.99, HUVEC inhibit 89, Fibroblast inh 101, cytoskel mod -12 and IL1B cytotox -23.
For CC(NC(=O)Nc1ccccc1)c1ccccc1 (stereo not drawn) the results were VCAM1 TNFa inh -3, HUVEC tox TNFa -3, H69AR inhibit 107, Smad3 inh -5, PTK2B oligo ant -0.46, HUVEC inhibit 97, Fibroblast inh 104, cytoskel mod -11 and IL1B cytotox -6.
For COc1ccc(C(=O)c2ccc(N3CCN(C(=O)c4ccc(F)cc4)CC3)c(F)c2)cc1Br the results were VCAM1 TNFa inh 25, HUVEC tox TNFa -12, H69AR inhibit 36*, Smad3 inh 11, PTK2B oligo ant 1.9, HUVEC inhibit 73, Fibroblast inh 97, cytoskel mod 7 and IL1B cytotox -8.
Screening Cc1cc(Oc2ccccc2)nc(SCC(=O)Nc2ccc(Cl)c(Cl)c2)n1 returned VCAM1 TNFa inh -7, HUVEC tox TNFa -8, H69AR inhibit 62, Smad3 inh 2, PTK2B oligo ant -1.5, HUVEC inhibit 93, Fibroblast inh 99, cytoskel mod 7 and IL1B cytotox 5.
`Cc1ccc(S(=O)(=O)CC(=O)N2CCCCCC2)cc1` gave VCAM1 TNFa inh 5, HUVEC tox TNFa -23, H69AR inhibit 105, Smad3 inh 2, PTK2B oligo ant 1, HUVEC inhibit 86, Fibroblast inh 105, cytoskel mod 5 and IL1B cytotox -17.
O=C(Nc1ccncc1)C1c2ccccc2Oc2ccccc21 was read as H69AR inhibit 91, Smad3 inh -11, PTK2B oligo ant -1.3, HUVEC inhibit 95, Fibroblast inh 94 and IL1B cytotox -9.
For CC(C)(C)NC(=O)c1cccc(NC(=O)c2cccc(O)c2)c1 the results were VCAM1 TNFa inh 4, HUVEC tox TNFa 1, PTK2B oligo ant -0.55, cytoskel mod -22 and IL1B cytotox -22.

Three compounds from above, ordered by count of non-hydrogen atoms, falling:
For COc1ccc(OC)c(NC(=O)c2ccc(CN(c3cc(Cl)ccc3C)S(=O)(=O)c3ccccc3)cc2)c1 the results were VCAM1 TNFa inh 3, HUVEC tox TNFa -9, PTK2B oligo ant 0.23, cytoskel mod -9 and IL1B cytotox -34.
O=C(Nc1ccncc1)C1c2ccccc2Oc2ccccc21 was read as H69AR inhibit 91, Smad3 inh -11, PTK2B oligo ant -1.3, HUVEC inhibit 95, Fibroblast inh 94 and IL1B cytotox -9.
For CC(NC(=O)Nc1ccccc1)c1ccccc1 (stereo not drawn) the results were VCAM1 TNFa inh -3, HUVEC tox TNFa -3, H69AR inhibit 107, Smad3 inh -5, PTK2B oligo ant -0.46, HUVEC inhibit 97, Fibroblast inh 104, cytoskel mod -11 and IL1B cytotox -6.

(list continues)
`CSc1cccc(NS(=O)(=O)c2ccc(F)cc2)c1` gave VCAM1 TNFa inh -8, HUVEC tox TNFa -23, H69AR inhibit 91, Smad3 inh 3, PTK2B oligo ant -0.55, HUVEC inhibit 100, Fibroblast inh 102, cytoskel mod 24 and IL1B cytotox 20.
For O=S1(=O)N=C(N2CCN(Cc3ccccc3)CC2)c2ccccc21 the results were VCAM1 TNFa inh 0, HUVEC tox TNFa 3, H69AR inhibit 72, Smad3 inh 4[fluorescence artefact?], PTK2B oligo ant 0.52, HUVEC inhibit 102, Fibroblast inh 135, cytoskel mod -19 and IL1B cytotox 21.
For CCOC(=O)CSC1=C(C#N)C(=O)NC(c2ccc(OC)cc2)S1 (stereo not drawn) the results were VCAM1 TNFa inh 2, HUVEC tox TNFa -10, H69AR inhibit 2.2*, Smad3 inh 9, PTK2B oligo ant -0.27, HUVEC inhibit 79, Fibroblast inh 111, cytoskel mod 6 and IL1B cytotox -26.
For COc1ccc(Nc2nc(N)nc(CN3CCC(Cc4ccccc4)CC3)n2)cc1 the results were H69AR inhibit 102, Smad3 inh 1, HUVEC inhibit 36 and Fibroblast inh 65.
`O=C(CNC(=O)C1CCCCC1)Nc1ccc(Cl)cc1` gave VCAM1 TNFa inh -7, HUVEC tox TNFa -13, PTK2B oligo ant 0.86, cytoskel mod 25 and IL1B cytotox -36.
COc1ccc(N2CCN(CCCNC(=O)Nc3ccccc3)CC2)cc1 was read as VCAM1 TNFa inh -1, HUVEC tox TNFa 11, H69AR inhibit 93, Smad3 inh 3, PTK2B oligo ant 2.6, HUVEC inhibit 109, Fibroblast inh 111, cytoskel mod 17 and IL1B cytotox -2.
CCCCSc1nnc(-c2ccc(OC)cc2)n1C was read as VCAM1 TNFa inh -14, HUVEC tox TNFa -6, H69AR inhibit 87, Smad3 inh -3, PTK2B oligo ant 0.6, HUVEC inhibit 89, Fibroblast inh 97, cytoskel mod -14 and IL1B cytotox -12.
Screening Cc1cc(/C=C(\C#N)C(=O)NCc2cccs2)c(C)n1-c1ccccc1F returned VCAM1 TNFa inh -16, HUVEC tox TNFa 13, H69AR inhibit 96, Smad3 inh -6, PTK2B oligo ant -1.7, HUVEC inhibit 94, Fibroblast inh 67, cytoskel mod -33 and IL1B cytotox 5.
Screening CCOC(=O)N1CCN(c2ncnc3c2cnn3-c2ccc(OC)cc2)CC1 returned H69AR inhibit 69, Smad3 inh -4, PTK2B oligo ant -0.22, HUVEC inhibit 101, Fibroblast inh 107 and IL1B cytotox 11.
CC1CN(S(=O)(=O)c2cccc(C(=O)NCc3ccc4c(c3)OCO4)c2)CC(C)O1 (stereo not drawn) was read as VCAM1 TNFa inh -37, HUVEC tox TNFa -21, H69AR inhibit 86, Smad3 inh 5, PTK2B oligo ant 0.81, HUVEC inhibit 115, Fibroblast inh 95, cytoskel mod -8 and IL1B cytotox -32.
`CCC1CCc2[nH]nc(C(=O)O)c2C1` (stereo not drawn) gave VCAM1 TNFa inh 7, HUVEC tox TNFa -5, H69AR inhibit 111, Smad3 inh 22, PTK2B oligo ant -0.29, HUVEC inhibit 98, Fibroblast inh 92, cytoskel mod -4 and IL1B cytotox 10.
Screening Cc1ccc(CCC(=O)Nc2ccc(S(N)(=O)=O)cc2)o1 returned VCAM1 TNFa inh 12, HUVEC tox TNFa -33, H69AR inhibit 90, Smad3 inh 9, PTK2B oligo ant 0.5, HUVEC inhibit 96, Fibroblast inh 99, cytoskel mod 0 and IL1B cytotox 17.
`COc1ccc(-c2cc(C(F)(F)F)nc(N3CCN(Cc4ccccc4)CC3)n2)cc1OC` gave VCAM1 TNFa inh -25, HUVEC tox TNFa -22, H69AR inhibit 103, Smad3 inh -4, PTK2B oligo ant 0.49, HUVEC inhibit 94, Fibroblast inh 100, cytoskel mod 19 and IL1B cytotox 10.
CC(C)NC(=O)CSc1nc(Cc2cccs2)nc2ccccc12 was read as VCAM1 TNFa inh 18, HUVEC tox TNFa -28, PTK2B oligo ant -0.67, cytoskel mod 19 and IL1B cytotox 2.

Structures shown so far containing a COOH group (2):
For O=C(O)CC(CC(=O)Nc1nncs1)c1ccccc1 (stereo not drawn) the results were VCAM1 TNFa inh 17, HUVEC tox TNFa -27, H69AR inhibit 98, Smad3 inh 4, PTK2B oligo ant 1.7, HUVEC inhibit 105, Fibroblast inh 99, cytoskel mod 23 and IL1B cytotox -4.
`CCC1CCc2[nH]nc(C(=O)O)c2C1` (stereo not drawn) gave VCAM1 TNFa inh 7, HUVEC tox TNFa -5, H69AR inhibit 111, Smad3 inh 22, PTK2B oligo ant -0.29, HUVEC inhibit 98, Fibroblast inh 92, cytoskel mod -4 and IL1B cytotox 10.
